MC4R ag barr – MC4R agonists recruiting beta-arrestin, primary screen, cell-based, luminescence, agonist arm of biased-ligand search | hit rate 0.98% among 360,000 | U2OS MC4R beta-arrestin complementation; percent of melanotan II response, DMSO zero | activation, % at 8.9 µM;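 active = activation above a per-plate cutoff, the mean activation of sample wells on that plate plus 3 SD, cut at about 8% in these data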
TLR9-MyD88 block – inhibitors of TLR9-MyD88 association in cells, primary screen, cell-based, CHO, BLA complementation, fluorescence; hit rate 0.21% among 340,000; inhibition, % at 4.98 µM; CCF4 FRET ratio;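 active = inhibition above the mean over all tested compounds plus 3 SD, cut at about 21% in these data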;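 also: 0% = DMSO only wells and 100% = clavulanate BLA inhibitor control wells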
N-glyco inh – increase of ERlucT glycosylation luciferase signal, primary screen, N-linked glycosylation inhibitor project, D54 ERlucT cells, luminescence, set 2; hit rate 0.23% among 360,000; AID 588692, 2011; reporter increase, % at 12.5 µM; D54 ERlucT glycosylation luciferase reporter, 24 h; percent of 100 nM tunicamycin response;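 active = mean luciferase reporter signal, scaled so untreated is 0 and the glycosylation-blocking control 100, at or above a set limit in every replicate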;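 also: luciferase carries N-glycosylation sites so blocking glycosylation raises the light; 0% = median of neutral control wells and 100% = median of 100 nM tunicamycin wells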
ABCB6 inh 2 – ABCB6 transporter inhibitors, primary screen, K562-ABCB6 cells, flow cytometry, MLPCN library. K562-ABCB6 porphyrin accumulation, 1 h; stronger effect = lower value. fluorescence ratio to DMSO, % at 10 µM. hit rate 0.19% among 360,000. ATP-binding cassette sub-family B member 6 (Homo sapiens), Q9NP58;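 active = fluorescence ratio to DMSO below 75%, the collection mean minus 3 SD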;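 also: signal is porphyrin accumulated inside mitochondria; 100% equals median channel fluorescence of DMSO control wells; lower ratio means ABCB6 inhibition with less porphyrin fluorescence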
ABHD5-PLIN5 inh – ABHD5-PLIN5 interaction inhibitors, primary screen, cell lysate, split luciferase complementation, luminescence; hit rate 0.78% among 360,000; AID 602281, 2012; inhibition, % at 4 µM; Split G. princeps luciferase complementation, 4 h; Perilipin-5 (Homo sapiens) + 1-acylglycerol-3-phosphate O-acyltransferase ABHD5 (Homo …;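 active = inhibition above the mean inhibition across every tested compound plus 3 SD, cut at about 22% in these data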;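 also: 0% = DMSO only wells and the 100% control is not disclosed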
Target sequence (Q00G26 whole entry, looked up): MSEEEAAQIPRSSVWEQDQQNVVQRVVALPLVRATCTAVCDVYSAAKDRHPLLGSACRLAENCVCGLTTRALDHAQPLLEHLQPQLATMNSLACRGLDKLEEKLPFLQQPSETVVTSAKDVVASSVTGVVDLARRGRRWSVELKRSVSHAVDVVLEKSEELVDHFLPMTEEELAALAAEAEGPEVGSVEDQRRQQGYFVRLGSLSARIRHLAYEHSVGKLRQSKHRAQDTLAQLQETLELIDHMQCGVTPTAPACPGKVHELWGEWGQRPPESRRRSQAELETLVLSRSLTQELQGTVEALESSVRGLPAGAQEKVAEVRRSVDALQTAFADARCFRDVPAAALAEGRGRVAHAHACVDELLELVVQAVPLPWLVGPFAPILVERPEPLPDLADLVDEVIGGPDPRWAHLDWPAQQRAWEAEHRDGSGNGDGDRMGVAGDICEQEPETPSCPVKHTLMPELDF
Target sequence (Q8WTS1 whole entry, looked up): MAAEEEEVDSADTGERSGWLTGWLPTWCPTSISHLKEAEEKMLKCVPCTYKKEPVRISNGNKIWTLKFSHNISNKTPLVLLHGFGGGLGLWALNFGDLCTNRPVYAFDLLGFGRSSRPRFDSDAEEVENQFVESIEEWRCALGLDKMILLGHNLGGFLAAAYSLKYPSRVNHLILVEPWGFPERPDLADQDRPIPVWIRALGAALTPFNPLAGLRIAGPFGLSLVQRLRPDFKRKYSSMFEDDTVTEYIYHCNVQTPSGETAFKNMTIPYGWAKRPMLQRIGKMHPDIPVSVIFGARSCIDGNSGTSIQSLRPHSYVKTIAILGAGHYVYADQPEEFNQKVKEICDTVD
MC4R antagonist – MC4R antagonists of cAMP signaling, primary screen, cell-based, TR-FRET, antagonist arm of biased-ligand search. AID 540295, 2011. Melanocortin receptor 4 (Homo sapiens), P32245. inhibition, % at 6.5 µM. MC4R-expressing cells, MTII-stimulated cAMP, LANCE TR-FRET. hit rate 0.48% among 360,000;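 active = inhibition above its plate's cutoff, the mean of tested wells on that plate plus 3 SD, cut at about 29% in these data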;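 also: 0% = Melanotan II alone and 100% = Melanotan II plus saturating MCL0020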
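System: U2OS-MC4R stable cell line; Technique: Eu-cAMP/anti-cAMP TR-FRET, emission 671 nm; Repeats: single well per compound; Also added: Melanotan II; Dosing: one concentration, 6.5 µM nominal; Schedule: 30-min compound, 1-h challenge, 1-h detection, room temperature.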
m5-HT2A agonist – mouse Htr2a agonists via beta-arrestin recruitment, primary screen, cell-based, luminescence; activation, % at 7.6 µM; AID 624169, 2012; CHO-K1 mHTR2A beta-arrestin complementation; percent of 30 µM serotonin response; hit rate 0.66% among 360,000;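 active = activation above a run cutoff, the mean activation of all tested compounds plus 3 SD, cut at about 14% in these data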;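 also: 0% = plate median of compound wells and 100% = 30 µM serotonin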
H9c2 protect – cardioprotection against H2O2-induced cell death, primary screen, uHTS, H9c2 cells, ATPLite luminescence; H9c2 cardiomyocytes, H2O2 injury protection, 2 h; protection from H2O2 cell death, % at 20 µM; hit rate 0.63% among 360,000;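 active = compounds giving at least 50% protection of heart cells from peroxide-induced death in the single-dose screen, raw or plate-pattern-corrected value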;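 also: 0% = DMSO wells with peroxide and 100% = DMSO wells without peroxide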
NOD2 RIPK2 PPI – NOD2-RIPK2 binding disruptors in cells, primary screen, fluorescence, CHO cells, BLA complementation. Receptor-interacting serine/threonine-protein kinase 2 (Homo sapiens), O43353. CCF4 ratio. inhibition, % at 4.98 µM. hit rate 0.38% among 360,000. AID 624267, 2012; in the data active = inhibition above about 21%;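 also: 0% = vehicle only and 100% = reference blocker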
NCOA2 inhibitor – inhibition of GAL4-SRC2 driven luciferase reporter, primary screen, SRC2 inhibitor project, cell-based, luminescence | HEK293 GAL4-SRC2 luciferase reporter | hit rate 0.17% among 370,000 | Nuclear receptor coactivator 2 (Homo sapiens), Q15596 | inhibition, % at 9 µM;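 active = inhibition above the mean inhibition of all tested compounds plus 3 SD, set per campaign, cut at about 52% in these data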;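 also: 0% = DMSO treated cells and 100% = cells given Gossypol at 36 µM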
Starred values were filed as active, the others as inactive; / = not tested or not shown. The list is partial. The share of hits here may be higher or lower than overall.

entry	smiles	MC4R ag barr	TLR9-MyD88 block	N-glyco inh	ABCB6 inh 2	ABHD5-PLIN5 inh	MC4R antagonist	m5-HT2A agonist	H9c2 protect	NOD2 RIPK2 PPI	NCOA2 inhibitor
1	Cc1ccc(-n2ncc(C(=O)Nc3ccc(Cl)cc3)c2C2CCNCC2)cc1C	-3.0	-13	-7	89	8	3	-5	-15	-1	18
2	COc1ccc(NCC(=O)NN=C2CCS(=O)(=O)c3ccc(F)cc32)cc1	-2.1	/	3	98	1	-3	0	6	4	-18
3	O=C(c1cccnc1)N1CCN(c2ccc([N+](=O)[O-])cc2Cl)CC1	-1.5	-3	0	98	-2	-8	-3	1	-3	2
4	CN(C)c1nc(Oc2ccc(N)cc2)nc(N(C)C)n1	-1.6	0	0	98	7	2	13	15	9	0
5	CN(C)S(=O)(=O)Oc1ccc(Cl)cc1C(=O)Nc1ccc(F)cc1F	-1.8	-1	-1	96	1	4	-3	-4	-9	-6
6	Cc1ccc(NC(=O)CSc2nn(-c3ccccc3)c(=S)s2)cc1S(=O)(=O)N(C)C	-2.3	1	-3	94	3	2	2	-16	-4	27
7	Cc1ccc(C(CC(=O)O)Nc2nc(N3CCOCC3)nc(N3CCOCC3)n2)cc1 (stereo not given)	-1.0	3	1	99	9	7	3	3	-8	-13
8	O=C(COc1ccccc1Cl)Nc1ccc(S(=O)(=O)N2CCOCC2)cc1	-0.8	-3	-2	96	10	0	0	-1	-4	18
9	COC(=O)c1cc(OC)c(OC)cc1NC(=O)CC1CCCCC1	4.4	2	-3	99	-7	-1	2	3	-8	-19
10	CCSc1nc(-c2ccccc2)cc(=O)[nH]1	0.3	2	4	96	-4	4	1	13	2	-7

Ordered by count of non-hydrogen atoms (lowest first): 7 of the compounds above
entry	smiles	MC4R ag barr	TLR9-MyD88 block	N-glyco inh	ABCB6 inh 2	ABHD5-PLIN5 inh	MC4R antagonist	m5-HT2A agonist	H9c2 protect	NOD2 RIPK2 PPI	NCOA2 inhibitor
4	CN(C)c1nc(Oc2ccc(N)cc2)nc(N(C)C)n1	-1.6	0	0	98	7	2	13	15	9	0
3	O=C(c1cccnc1)N1CCN(c2ccc([N+](=O)[O-])cc2Cl)CC1	-1.5	-3	0	98	-2	-8	-3	1	-3	2
5	CN(C)S(=O)(=O)Oc1ccc(Cl)cc1C(=O)Nc1ccc(F)cc1F	-1.8	-1	-1	96	1	4	-3	-4	-9	-6
8	O=C(COc1ccccc1Cl)Nc1ccc(S(=O)(=O)N2CCOCC2)cc1	-0.8	-3	-2	96	10	0	0	-1	-4	18
1	Cc1ccc(-n2ncc(C(=O)Nc3ccc(Cl)cc3)c2C2CCNCC2)cc1C	-3.0	-13	-7	89	8	3	-5	-15	-1	18
6	Cc1ccc(NC(=O)CSc2nn(-c3ccccc3)c(=S)s2)cc1S(=O)(=O)N(C)C	-2.3	1	-3	94	3	2	2	-16	-4	27
7	Cc1ccc(C(CC(=O)O)Nc2nc(N3CCOCC3)nc(N3CCOCC3)n2)cc1 (stereo not given)	-1.0	3	1	99	9	7	3	3	-8	-13

(further entries)
entry	smiles	MC4R ag barr	TLR9-MyD88 block	N-glyco inh	ABCB6 inh 2	ABHD5-PLIN5 inh	MC4R antagonist	m5-HT2A agonist	H9c2 protect	NOD2 RIPK2 PPI	NCOA2 inhibitor
11	O=C(CNC(=O)c1cccs1)NCCc1ccco1	-3.5	-13	1	96	8	10	1	6	5	11
12	Cc1cc(=O)[nH]c(SCC(=O)Nc2nc3ccccc3s2)n1	-1.8	-1	0	93	-13	5	0	0	2	-37
13	O=C1NC(Cc2ccc(O)cc2)c2nc3cc(F)ccc3c(=O)n2-c2ncccc21 (stereo not given)	-0.8	-2	1	95	5	17	4	2	2	3
14	COc1ccccc1OCCCOc1ccc([N+](=O)[O-])cc1Cl	3.3	5	-1	96	2	-1	-2	-21	-4	-27
15	CC(C)CC(=O)NC(=S)N(Cc1ccccc1)Cc1ccccc1	-1.0	-4	-3	92	-5	2	-3	11	3	22
16	COc1cc(NC(=O)c2ccco2)c(OC)cc1NC(=O)Nc1ccccc1Cl	1.8	-6	0	94	-6	-5	-2	13	-1	14
17	O=C1CN(C(=O)c2cccs2)c2ccccc2N1	0.3	1	1	99	-1	2	-9	0	-6	-21
18	COc1ccc(CC(=O)OCc2cc3cccc(C)c3[nH]c2=O)cc1	21*	6	2	99	1	9	2	2	-4	/
19	CC(=O)CSc1nnc(-c2ccc(S(=O)(=O)N3CCOCC3)cc2)n1C	-0.3	6	0	98	7	0	1	-1	-7	-1
20	O=C(COC(=O)c1ccc(Br)o1)NCc1ccco1	-1.3	-5	3	118	-1	3	-2	14	3	7
21	O=C(CN(Cc1cccs1)C(=O)CNS(=O)(=O)c1ccccc1)NCc1ccco1	-0.2	-6	-1	103	4	-1	-3	8	-4	-22
22	COc1ccc(-c2nc(CN3CCCCC3c3nccn3C)c(C)o2)c(C)c1C (stereo not given)	-4.1	-7	-1	99	3	-10	-2	-7	-5	10
23	O=S(=O)(c1ccccc1Cl)N1CCCC1c1nc(-c2ccccc2Cl)no1 (stereo not given)	0.4	2	-1	99	-3	9	2	-13	-4	8
24	CCCOc1ccc(/C(O)=C2/C(=O)C(=O)N(c3cc(C)on3)C2c2ccc(C(=O)OC)cc2)cc1 (stereo not given)	-0.7	-9	3	94	2	1	9	0	10	-12
25	Cc1nn(-c2ccccc2)c(C)c1/C=N/NC(=O)c1cc(-c2cccc3ccccc23)n[nH]1	-2.4	-1	1	82	-8	22	-10	11	-2	-36
26	COc1ccc(NS(=O)(=O)c2cc(NC(=O)/C=C/c3ccccc3OC)ccc2N2CCCCC2)cc1	0.4	-5	-6	99	3	1	-4	-2	0	-9
27	Cn1nnnc1SCC(=O)NCc1ccccc1	-0.7	0	4	111	0	2	-3	8	3	-12
28	O=C(COc1ccccc1)Nc1c2c(nn1-c1ccc(F)cc1)CS(=O)(=O)C2	-2.9	1	1	97	2	12	-1	0	8	22
29	O=C(CSc1nc2ccccc2c(=O)[nH]1)N1CCN(c2ccccc2)CC1	-3.9	-9	-3	100	6	-1	4	42	-3	-18
30	COCCCN1C(=O)c2ccc(C(=O)OCC(=O)NCc3cccc(OC)c3)cc2C1=O	-1.8	4	2	102	2	13	-7	1	-1	19
31	CCOc1nc2cnccc2n(CC(=O)Nc2ccc(C)c(C)c2)c1=O	-3.5	-20	-1	101	13	10	-3	1	-5	-17
32	COc1cc([N+](=O)[O-])cc2cc(C(=O)N3CCCC3)c(=O)oc12	2.8	0	0	95	5	6	-1	6	-8	3
33	COC(=O)c1cn(C(=O)c2cc(Cl)ccc2Cl)c2ccccc12	0.5	-1	4	98	3	-1	1	-7	0	-21
34	COc1ccc(C(=O)COC(=O)c2c(C)noc2C)cc1Cl	0.7	-2	0	102	-6	-3	-2	-1	-4	6
35	COc1cccc(NC(=S)NC(=O)c2cncc(Br)c2)c1	-1.0	-4	2	103	-1	-6	1	0	-4	-24
36	CCCCN(C(=N)N1CCCCC1)c1nc(C)c([N+](=O)[O-])c(=O)[nH]1	-2.6	2	2	97	-1	2	-1	1	-10	1
37	CC1CN(S(=O)(=O)c2cn(C)c(=O)n(C)c2=O)CC(C)O1 (stereo not given)	-0.9	9	1	101	9	-3	2	-4	-9	-23
38	COc1cc(Cl)c([C@@H]2C[C@H]3CN(c4ccccc4)C(=O)[C@]34CCCN24)cc1OC	-2.8	2	4	96	2	1	-2	8	-4	-54
39	C=C(C)CNC(=S)Nc1cccc(N)n1	-0.3	2	0	96	-1	-2	-1	2	-6	6
40	O=C(c1cc2ccccc2o1)N1CCN=C1SCc1cccc(F)c1	-1.1	-1	2	100	-2	0	-5	-2	6	-4
41	OC1(C#CCN2CCCC2)c2ccccc2-c2ccccc21	3.6	-2	-3	97	8	7	-1	0	-4	8
42	Cn1nc2c3cc(F)ccc3n(Cc3ccc(F)cc3)cc-2c1=O	0.2	9	0	89	1	-1	-2	1	-6	-2
43	Cc1nn(C)c(C)c1C(C)NC(=O)c1ccc(OC2CCN(Cc3ccccn3)CC2)cc1 (stereo not given)	0.1	-1	-4	92	11	-6	3	1	-7	11
44	CCN(CC)CCNC(=O)c1c(O)c2cccc3c2n(c1=O)CCC3	-0.1	-5	-1	108	6	9	-6	-2	-6	11
45	c1ccc(Nc2nnc(SCc3cccc4ccccc34)s2)cc1	5.4	1	0	95	-11	1	-4	-28	-13	-14

Source: PubChem BioAssay (several laboratories)
